Screening results: PubChem BioAssay, National Center for Advancing Translational Sciences (NCATS)
GAA inhib: inhibitors of human lysosomal alpha-glucosidase. P10253. purified human GAA, 4-MU-alpha-glucoside fluorescence. Potency, µM (doses to about 76.9 µM), without a hit: top-dose activity change, negative = inhibition, hits mostly inhibitors. 200,000 compounds, 0.005% hits. AID 1466;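 note: plate controls were uninhibited enzyme wells for no effect and no-enzyme background for full effect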
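Fluorescence at Ex 365/Em 440 nm from 4-methylumbelliferone reported enzyme activity after 20 min at room temperature. Reactions used 4 nM enzyme and 400 uM substrate at pH 5.0; curves fitted with the Hill equation.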
GAA spleen mod: lysosomal alpha-glucosidase (human) modulation. P10253. human spleen homogenate, 4-MU-alpha-glucoside fluorescence. Potency, µM (doses to about 79.9 µM), for the others: at the top dose activity change, negative = inhibition, actives largely listed as inhibitors. 240,000 compounds, 0.006% hits;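 note: 0% = enzyme with vehicle and -100% = no enzyme basal signal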
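Human spleen homogenate (1 ug) incubated with compounds and 1 mM 4-methylumbelliferyl-alpha-D-glucopyranoside in pH 5.0 citrate/phosphate buffer, 37 C, 40 min. Stopped at pH 10; 4-MU fluorescence (Ex 365/Em 440 nm); AC50 by Hill fit.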
RGS12 GoLoco inh: RGS12 GoLoco-Gai1 interaction inhibition; P63096; Gai1:RGS12 GoLoco peptide FP, rhodamine, 10 min; Potency, µM (highest dose often 61.6 µM), inactives show at the top dose activity, negative = inhibition, usual class: inhibitors; 230,000 compounds, 0.44% hits; AID 880; active = well fitted inhibition curve with a large enough effect, not every such curve was filed as active; inactive = no such curve, though single readings can be large or run the other way; note: % is set by controls: 0 for no effect and ±100 for the full control effect; nearly all actives have a fitted effect of over 30% in size; many of its hits are not listed in these tables
Target sequence (P63096 whole entry, looked up): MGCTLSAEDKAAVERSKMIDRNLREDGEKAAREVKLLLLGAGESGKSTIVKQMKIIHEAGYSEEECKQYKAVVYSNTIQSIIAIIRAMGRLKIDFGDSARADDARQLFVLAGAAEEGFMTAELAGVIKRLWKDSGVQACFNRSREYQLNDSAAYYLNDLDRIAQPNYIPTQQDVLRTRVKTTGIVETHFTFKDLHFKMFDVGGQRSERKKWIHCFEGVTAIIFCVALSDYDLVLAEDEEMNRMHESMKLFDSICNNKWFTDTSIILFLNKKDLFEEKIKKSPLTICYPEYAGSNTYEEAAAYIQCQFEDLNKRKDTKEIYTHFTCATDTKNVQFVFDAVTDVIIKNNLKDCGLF
HTT aggregate: reduces HttQ103-GFP aggregates in PC12 cells; PC12 HttQ103-GFP aggregates, Acumen cytometry, 40 h; Potency, µM (top dose mostly 46.1 µM), for inactives: at the highest dose activity change, negative = inhibition, most hits filed as inhibitors; 220,000 compounds, 1.1% hits; AID 1688; note: % is set by controls: 0 for no effect and ±100 for the full control effect; nearly all actives have a fitted effect of over 60% in size
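PC12 cells with ecdysone-inducible HTT exon1 Q103-GFP, induced by 100 nM tebufenozide, given compounds in a concentration series. GFP aggregates (1–25 um, 6 SD above background) counted in lysates by laser-scanning cytometry, 488 nm excitation.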
GAA glycogen: alters human alpha-glucosidase cleavage of glycogen. 300,000 compounds, 0.38% hits. P10253. recombinant GAA, glycogen substrate, Amplex Red glucose oxidase fluorescence. Potency, µM (highest dose often 76.4 µM), without a hit: at the top dose activity change, negative = inhibition, hits mostly inhibitors;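 note: 0% = full enzyme reaction and -100% = no-enzyme basal signal; the screen sought inhibitors and activators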
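qHTS, 1536-well; enzyme 4 nM final; cpd up to 77 uM; substrate bovine liver glycogen 30 ug; 50 mM citrate/phosphate pH 5.0, 0.01% Tween-20; 37 C, 40 min; Amplex Red detection 45 min RT; Hill fit → AC50.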
IMPase Li inh: membrane-permeable IMPase blocker, potentiated with lithium; CHO-M1 cells, IP1 TR-FRET (IP-One), carbachol + lithium; Potency, µM (series often up to 59.4 µM), inactives show top-dose activity, negative = IMPase inhibition, hits mostly inhibitors; 210,000 compounds, 0.35% hits;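 note: IP1 builds up when IMPase is blocked and the TR-FRET signal falls; plate controls were basal vehicle for no effect and high inhibitor control for full effect; nearly all actives have a fitted effect of over 50% in size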
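Steps: plate 2000 CHO-M1 cells per well and culture 16–30 h; add compound and lithium; incubate 30 min, 37C; add d2-IP1 tracer and Eu cryptate anti-IP1 antibody in lysis buffer; read after 10 min at room temperature.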
HTT ATP protect: cytoprotection in Huntington HTT-Q103 PC12 cell model; 230,000 compounds, 0.14% hits; Potency, µM (series often up to 56.4 µM), without a hit: cytoprotection (ATP increase), most hits filed as activators; PC12 HTT-Q103 induced, cytoprotection, ATP luminescence, 40 h; AID 1471;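 note: % of control where 0% means no effect; nearly all actives have a fitted effect of over 45% in size; toxic huntingtin expression switched on by the ecdysone agonist tebufenozide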
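PC12 cells with ecdysone-inducible HTT exon 1 Q103-GFP, induced with 100 nM tebufenozide and co-treated with library compounds in a dose series (1536-well, 1500 cells/well). Cytoprotection read as ATP content by ATPlite luminescence.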
* marks the source's active call; other numbers are inactive results; ? = inconclusive; . = no result given; & = joins results of further samples; [ ] = dose if it differs, or a comment. Unless noted, calls come from the whole dose curve; as a rule, active = well fitted curve in the direction sought with a large enough effect; inconclusive = small, poorly fitted or top-dose-only effect, or another doubt; inactive = no such curve, though single readings can be large; an effect the other way counts as inactive or inconclusive. Potency is the fitted concentration of half-maximal effect.

Under each structure: GAA inhib, GAA spleen mod, RGS12 GoLoco inh, HTT aggregate, GAA glycogen, IMPase Li inh, HTT ATP protect
COc1cc2c(cc1-c1cc3cc4ccoc4cc3oc1=O)OCO2
 : ., 14%, -3%, ., ., -1%, -71%[inhibitor]
O=C(CF)NC(NC(=S)Nc1cccc([N+](=O)[O-])c1)C(Cl)(Cl)Cl (stereo unspecified)
 : -4%, -3%, 5%, -20%, 3%, -1%, -16%
Cc1nccn1Cc1ccc(Cl)nc1
 : 0%, -4%, 3%, 2%, 2%, -8%, 5%[10 µM]
CCN(N=O)C(N)=O
 : ., 5%, 8%, ., ., -20%, -39%[inhibitor]
COc1cc(/C=C(/C)[N+](=O)[O-])ccc1OCc1ccccc1Cl
 : 1%, -12%, -16%, 1%, 4%, 18%, -14%[10 µM]
O=c1ccc2[nH]cc(C3=CCNCC3)c2[nH]1
 : ., 2%, -3%, ., ., 3%, -34%[inhibitor][1.9 µM]
CN1CCN(c2ccc(NC(=O)Oc3ccccc3)cc2)CC1
 : 4%, -3%, -5%, -4%, ?, 45%[activator][38.3 µM], -6%
Cc1cc(OCc2nn[nH]n2)c2c3c(c(=O)oc2c1)CCC3
 : -3%, 10%, 5%, 19%, -3%, -11%[38.3 µM], -22%[0.074 µM]
COC(=O)C(O)(c1cn(C)c2ccccc12)C(F)(F)F (stereo unspecified)
 : 1%, -3%, -5%, 4%, 0%, -1%[38.3 µM], -23%
Fc1ccc(N2CCN(Cc3ccc4c(c3)OCO4)CC2)cc1
 : -7%, -1%, -3%, 9%, -4%, 4%[38.3 µM], -12%
CCOC(=O)C1SC2(C(F)F)CC1(O)c1c(c(OC)c3occc3c1OC)O2 (stereo unspecified)
 : 0%, -16%, 6%, -10%, -1%, 29%[38.3 µM], 28%[10 µM]
Cc1nn(Cc2ccccc2)c(C)c1C(=O)O
 : -16%, 2%, -20%, ., -7%, 4%, .
Cc1ccc(-c2nc3ccc(C)cn3c2CC(=O)N(C)C)cc1
 : ., 2%, 5%, 2%, ., 3%, -73%[inhibitor]
CC(=O)Oc1ccc(/C=C/c2cc(OC(C)=O)cc(OC(C)=O)c2)cc1
 : ., -10%, 4%, ., ., 7%, .
CC1=CC(=C2C(=O)NC(=O)NC2=O)C=C(C(F)(F)F)N1C(C)C
 : -4%, -12%, 10%, 17%, 1%, -2%[38.3 µM], -12%
Nc1nnnn1CCO
 : ., ., 1%[14.2 µM], ., ., -5%, 8%[10 µM]
O=C(Cn1nc(-c2ccc(Cl)cc2)ccc1=O)N1CCC2(CC1)OCCO2
 : 2%, 5%, -3%, 16%, 0%, -1%, 28%
CC(C)CN1CC2(CCN(C(=O)c3ccncc3)CC2)C1
 : ., -6%, 5%, ., ., 16%, 28%
COC(=O)c1ccccc1OP(=O)(c1cccc([N+](=O)[O-])c1)c1cccc([N+](=O)[O-])c1
 : ., -20%, 2%, 9%[9.22 µM], 0%, ., 10%[10 µM]
O=C(NC[P+](=O)O)OCc1ccccc1
 : -12%, -14%, 2%, -22%, -7%, 23%[38.3 µM], 10%
Cn1c(O)c(C2=NNC(c3ccc(Cl)cc3)C2)c(=O)n(C)c1=O (stereo unspecified)
 : ., -1%, -2%, 16%[9.22 µM], ?, ., -1%[10 µM]
Cc1ccc(OCC(=O)N2CCN(Cc3ccc4c(c3)OCO4)CC2)cc1
 : -4%, 1%, -3%, 11%, 6%, 12%, 0%[10 µM]
CN(C)CS/C(N)=N/[C@H](O)C(Cl)(Cl)Cl
 : ., ., -5%[14.2 µM], ., ., -4%, -7%[10 µM]
c1ccc(N2CCC3(CCNCC3)CC2)nc1
 : ., -2%, -26%, ., ., 27%, 1%
Cc1c(C(c2ccc(O)cc2)c2c(O)c3ccccc3oc2=O)c(=O)n(-c2ccccc2)n1C (stereo unspecified)
 : 1%, 4%, 9%, 7%, -10%[76.3 µM], 8%, 14%[10 µM]
N#C/C=C/C#N
 : ., -3%, -17%, ., ., 15%, -1%
CC[C@@H]1CN2CC[C@@H]1C[C@H]2[C@H](O)c1ccnc2ccc(OC)cc12
 : ., 2%, 5%, ., ., 15%, -11%[1.9 µM]
NC1C2CN3CCN(C2)CC1(c1ccccc1)C3 (stereo unspecified)
 : 4%[15.4 µM], -14%, 11%, -1%[9.22 µM], 0%, ., 3%[10 µM]
Clc1ccc(CO/N=C(\Cn2ccnc2)c2ccc(Cl)cc2Cl)c(Cl)c1
 : ., 4%, -3%, -12%, ., 22%, -196%[inhibitor]
N#Cc1ccc(CN2CC[C@@]3(CCCN(C(=O)Oc4ccccc4)C3)C2)cc1
 : ., -1%, 9%, ., ., 2%, 16%

Next section.
Under each structure: GAA inhib, GAA spleen mod, RGS12 GoLoco inh, HTT aggregate, GAA glycogen, IMPase Li inh, HTT ATP protect
COc1cccc(-n2c(-c3ccoc3)nc3ccccc3c2=O)c1
 : -1%, -4%, 1%, 8%[9.22 µM], 10%, 28%[38.3 µM], -20%
CC(C)[C@]1(O)[C@@H](OC(=O)c2ccc[nH]2)[C@@]2(O)[C@@]3(C)C[C@]4(O)O[C@@]5([C@H](O)[C@@H](C)CC[C@]35O)[C@@]2(O)C41C
 : ., 6%&9%&9%&3%, 7%&5%&7%, ., ., 10%&13%&0%, -2%&-11%&-20%
COC(=O)[C@@H]1C[C@@]1(C)[C@@H](NP(=O)(c1ccccc1)c1ccccc1)c1ccccc1
 : -4%, -9%&2%, -10%&4%, 1%, 4%, 11%&3%, -2%
CN1CCCC(C(O)(c2ccccc2)c2ccccc2)C1 (stereo unspecified)
 : ., 2%, -16%, -16%[9.22 µM], -1%, ., -11%[10 µM]
C=CC1CN2CCC1CC2C(OC(=O)OCC)c1ccnc2ccc(OC)cc12 (stereo unspecified)
 : ., 8%, 6%, 9%, ., 25%, -9%
CSc1ncc(CN2CCCC(C(=O)c3sccc3C)C2)cn1 (stereo unspecified)
 : 6%, -1%, 8%, 1%[9.22 µM], -12%, 8%, -3%[10 µM]
CCOC(=O)c1c(NC(=O)c2c(N)n(CCCOC)c3nc4ccccc4nc23)sc2c1CCCC2
 : 5%, -3%, -3%, 12%, 1%, -2%[38.3 µM], -47%[inhibitor]
CCCn1c(C)c(C(=O)c2cccc3ccccc23)c2ccccc21
 : ., -10%, 2%, ., ., 1%, -27%[1.9 µM]
O=P(O)(O)CCP(=O)(O)O
 : ., ., 6%[14.2 µM], ., ., -7%, -1%[10 µM]
COc1ccc(Cl)cc1C(=O)C1CCCN(CCO)C1 (stereo unspecified)
 : ., -1%, 4%, -9%[9.22 µM], -2%, 8%, 9%[10 µM]
C[C@@]1(CO)[C@H](O)CC[C@@]2(C)[C@H]1CC[C@H]1C[C@@H]3C[C@@]12CC[C@]3(O)CO
 : 0%[15.4 µM], -5%&-10%, 11%&-1%, ., -5%, -3%&-13%, -128%[inhibitor]
COc1cccc(N=Nc2c(O)[nH]c(=S)[nH]c2=O)c1
 : -18%, -13%, 25%, 22%[9.22 µM], -2%, ., 5%[10 µM]
CCOCC(=O)NC1CCSC1=O (stereo unspecified)
 : -14%, -1%, -4%, -17%, 2%, -5%[38.3 µM], -20%[10 µM]
CC1(C)[C@@H]2CC[C@]1(C)CN(CCC[N+](C)(C)C)C2
 : ., ., 6%[14.2 µM], ., ., 2%, -11%[10 µM]
C=CCC1(CN2CCCCCC2=O)C(=O)NC(=O)NC1=O
 : 4%, -1%, -3%, 3%, -1%, -12%[38.3 µM], -19%
CC(=NCC1CCCO1)c1c(O)n(-c2ccccc2)c(=O)[nH]c1=O (stereo unspecified)
 : 1%, 1%, ., -3%, -5%, ., -9%
CC(N)c1cccc(Cl)c1Cl (stereo unspecified)
 : ., -9%, 14%, ., ., 14%, .
O=C(O)C(C(=O)O)P(=S)(S)c1ccccc1 (stereo unspecified)
 : ., ., 3%[14.2 µM], ., ., -9%, 16%[10 µM]
CN(C)C(=O)Oc1ccc(-c2cn3cc(Cl)ccc3n2)cc1
 : -3%, -6%, 10%, 21%, 14%, -5%, .
O=C(O)CBr
 : ., 9%, 1%, ., ., 11%, 0%
CCOC(=O)c1c(C)n(Cc2ccccc2)c2ccc(O)cc12
 : -9%, 1%, -1%, 7%[9.22 µM], ?, -2%, -8%[10 µM]
O=C1CCCC2C3CC(CN12)C1CCCCN1C3 (stereo unspecified)
 : ., 1%, -1%, ., ., 2%, .
O=C(c1cccnc1)c1cc2ccccc2[nH]1
 : -2%, 5%, 9%, -21%, -1%, 0%, 21%[10 µM]
Cc1ccccc1C(=O)NC(Oc1ccccc1)C(Cl)(Cl)Cl (stereo unspecified)
 : 0%, -3%, -2%, -5%, 15%, 14%, 24%[10 µM]
COc1ccc(OC)c(-n2c(O)c(C=Nc3c(C)n(C)n(-c4ccccc4)c3=O)c(=O)[nH]c2=S)c1
 : 6%, 0%, 155%[activator], -5%[9.22 µM], ?, ., 8%[10 µM]
c1ccc(C2CC3CC(c4ccco4)N2O3)cc1 (stereo unspecified)
 : 10%, -14%, 4%, 27%, 4%, 10%[38.3 µM], 21%[10 µM]
C=C(C)Cn1c(=O)n(CC2CS2)c2ccccc21 (stereo unspecified)
 : 5%, -1%, -4%, ?, 1%, -1%, -5%[10 µM]
COC(=O)N(c1ccccc1)P1(=S)OCCO1
 : -3%, 0%, -12%, 3%, -20%, 0%[38.3 µM], -25%
COC[C@]12CN(C=O)C3C4C(OC)C1[C@@]3(C1CC3(O)C(OC)C(O)C4(OC(C)=O)C1C3OC(=O)c1ccccc1)[C@@H](OC)CC2O (stereo partly specified)
 : ., -7%, 11%, ., ., -3%, .
NC(=O)c1ccc(N)nc1
 : ., 11%, 4%, ., ., -1%, -115%[inhibitor]

(cont.)
Under each structure: GAA inhib, GAA spleen mod, RGS12 GoLoco inh, HTT aggregate, GAA glycogen, IMPase Li inh, HTT ATP protect
C=C1C2CCC3[C@@](CC[C@@H]4C(C(=O)O)CC(OC5OC(CO)C(OS(=O)(=O)O)C(OS(=O)(=O)O)C5OC(=O)CC(C)C)C[C@]34C)(C2)C1O (stereo partly specified)
 : ., 2%, -5%, ., ., 13%, -31%[inhibitor]
COc1ccc(NP(=O)(Oc2ccc(Cl)cc2)Oc2ccc(Cl)cc2)cc1OC
 : ?, -4%, -5%, ?, 1%, 7%, ?
O=C(c1ccccc1)[C@H]1[C@H](c2ccccc2[N+](=O)[O-])N1C1CCCCC1 (stereo partly specified)
 : ., ., 7%[14.2 µM], ., ., -1%, -2%[10 µM]
C=CCSc1nc2c(c(-c3ccsc3)c1C#N)CN(C)CC2
 : ., -6%, -11%, -11%[9.22 µM], -7%, ., 11%[10 µM]
BrCCc1ccccc1
 : ., -4%, 14%, ., ., 12%, -11%

Not all compounds are listed; rates above refer to the full screens.
